# From PubChem
# MITF TRPM1 inh = inhibitors of MITF-dependent TRPM1 promoter reporter, primary screen, cell-based, SK-MEL-5, single point, luciferase; SK-MEL-5 TRPM1 promoter luciferase, 24 h; inhibition, % at 12.5 µM; hit rate 0.83% among 330,000;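 active means mean inhibition across replicates of 60% or more, whatever share of single replicates reaches that level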; further: values of inactives mirror those of a sister screen read the other way
# NR2E3 ag-1 = inhibitors of NR2E3-RetCOR corepressor binding, primary screen, NR2E3 agonist project, biochemical, TR-FRET, GST-NR2E3, biotin-RetCOR; Photoreceptor-specific nuclear receptor (Homo sapiens), Q9Y5X4; AID 2300, 2010; 1536-well; inhibition of corepressor binding, % at 4.78 µM; hit rate 0.12% among 320,000;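 active means percent inhibition above the cutoff of mean plus 3 SD of all tested compounds, set per screening campaign, cut at about 20% in these data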;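 further: 0% = DMSO wells and 100% = biotin wells as full block of FRET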
# Target sequence (Q9Y5X4 whole entry, looked up): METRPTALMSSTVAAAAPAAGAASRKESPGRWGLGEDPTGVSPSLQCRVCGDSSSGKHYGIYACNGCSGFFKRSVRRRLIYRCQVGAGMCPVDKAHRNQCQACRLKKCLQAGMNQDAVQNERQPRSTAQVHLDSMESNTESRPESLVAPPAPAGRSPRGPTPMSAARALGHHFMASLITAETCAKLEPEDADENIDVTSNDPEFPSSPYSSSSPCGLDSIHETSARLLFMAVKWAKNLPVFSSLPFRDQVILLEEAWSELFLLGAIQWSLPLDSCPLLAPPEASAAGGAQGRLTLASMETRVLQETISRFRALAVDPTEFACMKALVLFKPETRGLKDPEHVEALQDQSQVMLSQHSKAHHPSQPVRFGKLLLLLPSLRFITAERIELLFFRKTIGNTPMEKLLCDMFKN
#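 Format: 1536-well format; test system: GST-NR2E3 and biotin-RetCOR proteins; read-out basis: percent inhibition of TR-FRET ratio; timing: 5 h incubation at 4 °C; detection: time-resolved FRET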
# CaV13 FRET inh = Primary screen for inhibitors of IQ motif and Ca2+-dependent inactivation inhibitor domain binding in CACNA1D, Förster resonance energy transfer in living cells, …. HEK cells, CFP/YFP FRET ICDI-IQ, plate reader, 10 min; percent FRET-ratio fall versus neutral wells. inhibition, % at 12.3 µM. hit rate 0.098% among 340,000;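 active means mean replicate inhibition of at least 30% and at least 1% of replicates passing that level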;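 further: 0% = median of the neutral control wells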
# Vif imaging = HIV Vif self-association inhibitors, primary screen, imaging, HEK293T, single point | hit rate 0.35% among 340,000 | inhibition, % at 7.49 µM | HEK293T cells, Vif self-association by quenched fluorescence, 24 h; in the data active means inhibition above about 50%, passing the limit was not always enough; further: some results filed as inactive read as strong as hits
# Granule exo inh = LAMP-1 surface exposure blockers, TALL-104 cells – cell-based, flow cytometry, MLPCN library, primary screen; TALL-104 LAMP-1 surface exposure; cells stimulated with thapsigargin and PMA; inhibition, % at 10 µM; hit rate 0.66% among 360,000; AID 651702, 2012;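 active means inhibition above about 55%, limit read from the data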
# aDG glyco up = activators of alpha-DG glycosylation, primary screen, uHTS, Pro5-aDG cells, AlphaScreen. alpha-DG glycosylation AlphaScreen (IIH6); 0% Pro5, 100% B10-LARGE cell signal. activation, % at 10 µM. hit rate 0.22% among 360,000;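 active means activation of at least 8% versus controls, or a plate z-score of at least 8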;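 further: Pro5 are CHO cells carrying HIG-tagged alpha-DG that lacks glycosylation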
# iPSC survival up = enhancers of single-cell hiPSC survival, primary screen, ATPlite luminescence; 100% = ROCK inhibitor wells, 0% = DMSO; survival enhancement, % at 20 µM; hit rate 0.044% among 360,000; in the data active means survival enhancement above about 18%;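 further: cells exposed to compounds for 16 hours before the ATP read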
# Peg3 promoter = Peg3 promoter-driven luciferase inhibitors, primary screen, cell-based, HeLa, luciferase luminescence. HeLa PEG-Prom luciferase reporter, overnight. inhibition, % at 20 µM. hit rate 1.7% among 360,000. AID 588405, 2011;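 active means inhibition of at least 50% at 20 µM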
# NR2E3 ag-2 = NR2E3 agonists in two-hybrid cells, primary screen, cell-based, luminescence, CHO-S, Gal4-NCOR/VP16-NR2E3; inhibition of corepressor binding, % at 3.98 µM; hit rate 0.35% among 360,000; luciferase; AID 602229, 2012; Photoreceptor-specific nuclear receptor (Homo sapiens), Q9Y5X4;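 active means inhibition above the mean of all tested compounds plus 3 SD, cut at about 70% in these data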;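 further: 0% = DMSO with NR2E3 transfected cells and 100% = cells lacking NR2E3 construct; higher means lower luciferase signal from less NR2E3 corepressor binding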
# PDI turbidity = inhibitors of human PDI, primary screen, biochemical, turbidity, single point, plate reader; Protein disulfide-isomerase (Homo sapiens), P07237; hit rate 0.052% among 350,000; inhibition, % at 10 µM; PDI insulin aggregation turbidity, A650, 90 min;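 active means mean inhibition across replicates of 30% or more, whatever share of single replicates reach that level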;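 further: absorbance from insulin aggregation driven by PDI reduction with DTT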
# Target sequence (P07237 whole entry, looked up): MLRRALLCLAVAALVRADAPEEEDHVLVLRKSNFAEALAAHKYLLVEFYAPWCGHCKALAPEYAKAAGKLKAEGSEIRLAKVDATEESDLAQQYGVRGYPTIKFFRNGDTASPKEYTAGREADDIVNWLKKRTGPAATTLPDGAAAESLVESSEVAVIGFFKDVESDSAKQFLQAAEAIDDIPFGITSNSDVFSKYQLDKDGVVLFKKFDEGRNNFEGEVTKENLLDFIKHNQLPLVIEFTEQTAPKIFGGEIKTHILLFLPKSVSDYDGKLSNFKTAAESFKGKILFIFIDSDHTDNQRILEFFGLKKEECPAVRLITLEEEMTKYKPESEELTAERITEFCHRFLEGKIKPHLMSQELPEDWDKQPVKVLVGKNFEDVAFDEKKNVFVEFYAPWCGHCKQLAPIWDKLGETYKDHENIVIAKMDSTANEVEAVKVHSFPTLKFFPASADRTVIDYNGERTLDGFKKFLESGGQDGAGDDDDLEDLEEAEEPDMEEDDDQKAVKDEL
# HIF-2a inh = HIF-2a reporter inhibitors, primary screen, luminescence, 786-0 RCC cells | 786-0 RCC cells HIF-2a reporter, luciferase luminescence, overnight | inhibition, % at 18.8 µM | hit rate 0.72% among 360,000 | AID 624352, 2012;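 active means inhibition of the luminescence signal of 40% or more relative to plate controls, in a single-dose primary screen at 18.75 µM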
# * = called active by the depositor; nt = not tested or not shown.
SMILES	MITF TRPM1 inh	NR2E3 ag-1	CaV13 FRET inh	Vif imaging	Granule exo inh	aDG glyco up	iPSC survival up	Peg3 promoter	NR2E3 ag-2	PDI turbidity	HIF-2a inh
COc1cccc(COC(=O)c2cc(S(=O)(=O)N3CCCCC3)ccc2N2CCOCC2)c1OC	1	0	-6	-20	0	-0.2	-0.5	17	-40	8	6
CN(C)C(=O)c1ccc(OCC(F)(F)F)nc1	-9	-2	-4	0	-11	-0.1	-0.3	1	-10	1	9
CC(C)CNC(=O)/C=C/C=C/c1ccc2c(c1)OCO2	nt	nt	nt	-1	5	-0.2	-0.8	-166	-37	nt	-235
Cn1c(=O)[nH]c(Nc2ccccc2)c([N+](=O)[O-])c1=O	-1	-2	-3	4	2	0.0	1.6	8	4	-4	11
O=C(CSc1nc2ccccc2n1Cc1ccccc1)N/N=C/c1ccccc1C(=O)O	9	1	-3	-9	-1	0.8	-0.1	-1	-8	-4	10
O=C(CNC(=O)c1ccc(Cl)cc1Cl)OCn1nnc2ccccc2c1=O	4	4	-2	nt	4	-0.4	0.8	11	-8	0	3
COc1ccc(CNC(=O)Cn2cnc3c(OCc4ccccc4)ncnc32)cc1	-8	nt	-6	1	-2	-0.1	2.0	8	2	5	-4
Cc1nc(OCc2ccccc2)c2sc3nc4c(cc3c2n1)COC(C)(C)C4	1	nt	-2	nt	-1	-0.3	1.6	-126	-28	10	-143
CCN(CC)C(=O)C1=C(C)N(CCCOC)C(=O)C(CC(=O)NCCN2CCOCC2)C1 (configuration not stated)	nt	nt	-5	-2	1	0.3	-0.2	12	-52	2	5
O=C(CCCN1C(=O)/C(=C\c2ccco2)SC1=S)Nc1ccc(O)cc1C(=O)O	-6	11	-7	13	1	0.1	-0.1	-6	1	28	7
CC(C)c1cccc(C(C)C)c1NC(=O)COc1nncc2ccccc12	5	3	3	-5	-3	0.0	0.6	12	-28	-2	5
COc1ccc(CN(Cc2ccc(C(=O)O)cc2)C(=S)Nc2ccc(C)cc2)cc1OC	-3	1	0	1	0	-0.2	0.9	7	-7	0	4
COc1ccc(-c2ccc3nncn3c2)cn1	nt	nt	-12	nt	-1	-0.3	-2.2	-13	-8	-7	3
NC(=O)c1nsc(C(=O)N(CC(=O)NC2CCCC2)c2ccc(F)c(Cl)c2)c1N	-5	4	-3	-2	-7	0.2	0.7	-1	-15	-5	7
CCN(CC)S(=O)(=O)c1cccc(C(=O)NCC2CCCCC2)c1	0	4	-5	0	4	0.3	0.6	6	-13	-10	6
CS(=O)(=O)Nc1ccc(-c2cnc3cccnn23)cc1	nt	nt	-6	-7	10	-0.1	-0.1	-5	-14	-9	-29
O=C1c2ccccc2C(=O)N1Cc1nc(-c2ccccn2)no1	-16	-3	nt	2	-1	-0.1	-1.2	-8	-6	-9	-14
COc1ccc(C2=CC(=O)C[C@H](c3ccc(Cl)cc3)C2)cn1	-5	2	-5	-1	-3	0.6	0.9	18	-2	-11	-6
COc1ccc(CNC(=O)C2(CC3CC(c4ccccc4)=NO3)CCNCC2)cc1 (configuration not stated)	1	-1	-10	-5	3	-0.1	-1.0	-26	-8	-3	-10
CCOCCCn1c(C)nc2c(c1=O)c1nc3ccccc3nc1n2CCC1=CCCCC1	-4	1	nt	-13	-2	-0.7	-1.1	30	-17	1	-13
O=C(COc1ccc([N+](=O)[O-])cc1)NC(C(=O)O)C(O)c1cccc([N+](=O)[O-])c1 (configuration not stated)	-5	-4	-5	-15	-2	-0.3	-0.4	4	-11	-2	8
O=C(c1cc2cc(Cl)ccc2[nH]1)N1CCN(C(=O)c2ccco2)CC1	20	-2	-6	-1	-7	0.1	0.8	-16	-27	5	1
CN(C)/N=C/c1ccc(Sc2ccc([N+](=O)[O-])cc2[N+](=O)[O-])o1	3	-1	-5	2	5	1.3	1.9	19	-17	9	16
COCCCNC(=O)CC(NCCCOC)C(=O)O (configuration not stated)	2	1	-4	nt	-2	0.1	-0.5	-2	17	2	9
O=C(CCC1CCCCC1)Nc1c2c(nn1-c1ccc(F)cc1)CS(=O)C2 (configuration not stated)	0	-2	-5	8	0	-0.1	1.9	-7	1	3	15
O=C(NCc1nnc2c(C(F)(F)F)cc(Cl)cn12)c1cccnc1	1	4	-4	-5	0	0.3	0.0	0	-30	-4	7
COc1cc(Cl)ccc1OCc1cc(C(=O)N(C)Cc2cccc3cnccc23)no1	-50	3	-7	-11	12	0.5	0.7	-259	11	4	-184
Cc1ccc(NC(=O)C(=O)NCc2ccc(/C=N/NC(=O)c3c(C)nc4ccccn34)o2)cc1	-34	-1	-5	-6	-3	0.1	-1.7	-103	-9	-11	-96
COc1ccccc1C(=O)Nc1ccc(S(=O)(=O)N2CCOCC2)cc1	5	-5	-6	6	0	-0.2	-2.1	0	11	4	11
Cc1sc(NC(=O)c2cc(-c3ccc(Cl)cc3)nc3ccccc23)c(C(N)=O)c1C	52	0	-6	nt	-4	-0.6	0.7	11	-55	-8	1
CC(C)NC(=O)N1Cc2cc(C(=O)NC3CCC3)nc(-c3cccc(-c4cncnc4)c3)c2[C@H]1CCO	nt	nt	-7	nt	0	0.0	-0.1	nt	-17	nt	7
CC(C)[C@H](NC(=O)N1CCn2c1nc1ccccc12)C(=O)NC1CCCCC1	0	5	-4	-7	-2	0.4	0.4	12	-30	3	6
CCCCNC(=O)Cc1ccc(C)cc1	-2	-3	-7	-3	-1	-0.1	-0.5	-10	-11	7	-4
Cc1ccc(-n2nc(C)c3c2OC(N)=C(C#N)C3c2ccco2)cc1 (configuration not stated)	5	-1	-3	-2	0	-0.2	1.5	-24	-19	10	-30
Cc1ccc(N(C)S(=O)(=O)c2csc(C(N)=O)c2)cc1C	14	0	-18	-2	-7	0.0	0.9	15	4	-6	9
O=C(Cc1ccc(-n2c(=O)c3ccccc3n(Cc3ccc(F)cc3)c2=O)cc1)NCC1CCCO1 (configuration not stated)	-2	-3	-3	-13	4	-0.2	-0.4	14	-1	-4	9
Cc1cc(S(=O)(=O)NCc2ccccc2)ccc1OCC(=O)NCc1ccccn1	-1	7	-6	11	-12	0.0	0.3	12	-27	0	12
O=C(/C=C/c1ccccc1)Nc1cc(S(=O)(=O)N2CCOCC2)ccc1N1CCOCC1	-4	nt	-6	23	7	-0.3	-0.3	6	29	3	-2
COCCN(C(=O)CSc1nncn1-c1ccccc1)c1c(N)n(Cc2ccccc2)c(=O)[nH]c1=O	7	4	-5	0	0	-0.1	-2.6	13	-9	5	8
CCCN(CCC)C(=O)NC1CC(=O)N(c2ccc(OC)cc2)C1 (configuration not stated)	5	-1	-3	7	-4	0.0	1.4	16	-5	7	9

# In the list so far, three have an aryl thioether with sulfur outside any ring.
SMILES	MITF TRPM1 inh	NR2E3 ag-1	CaV13 FRET inh	Vif imaging	Granule exo inh	aDG glyco up	iPSC survival up	Peg3 promoter	NR2E3 ag-2	PDI turbidity	HIF-2a inh
O=C(CSc1nc2ccccc2n1Cc1ccccc1)N/N=C/c1ccccc1C(=O)O	9	1	-3	-9	-1	0.8	-0.1	-1	-8	-4	10
CN(C)/N=C/c1ccc(Sc2ccc([N+](=O)[O-])cc2[N+](=O)[O-])o1	3	-1	-5	2	5	1.3	1.9	19	-17	9	16
COCCN(C(=O)CSc1nncn1-c1ccccc1)c1c(N)n(Cc2ccccc2)c(=O)[nH]c1=O	7	4	-5	0	0	-0.1	-2.6	13	-9	5	8

# As a working copy, 3 of the compounds above:
SMILES	MITF TRPM1 inh	NR2E3 ag-1	CaV13 FRET inh	Vif imaging	Granule exo inh	aDG glyco up	iPSC survival up	Peg3 promoter	NR2E3 ag-2	PDI turbidity	HIF-2a inh
Cc1cc(S(=O)(=O)NCc2ccccc2)ccc1OCC(=O)NCc1ccccn1	-1	7	-6	11	-12	0.0	0.3	12	-27	0	12
O=C(/C=C/c1ccccc1)Nc1cc(S(=O)(=O)N2CCOCC2)ccc1N1CCOCC1	-4	nt	-6	23	7	-0.3	-0.3	6	29	3	-2
COCCN(C(=O)CSc1nncn1-c1ccccc1)c1c(N)n(Cc2ccccc2)c(=O)[nH]c1=O	7	4	-5	0	0	-0.1	-2.6	13	-9	5	8

# Next section:
SMILES	MITF TRPM1 inh	NR2E3 ag-1	CaV13 FRET inh	Vif imaging	Granule exo inh	aDG glyco up	iPSC survival up	Peg3 promoter	NR2E3 ag-2	PDI turbidity	HIF-2a inh
O=C(CCNS(=O)(=O)c1ccccc1)NNC(=O)COc1ccc(Cl)cc1	nt	1	-5	11	22	0.2	-0.4	0	-11	-5	13
O=C(NC1CCCC1)C(c1ccc(F)cc1)N(Cc1ccc(Cl)cc1)C(=O)CCl (configuration not stated)	32	-1	-5	1	-2	0.0	-1.8	62*	-20	-1	18
Cc1ccc2c(c1)C1CN(C)CCC1N2S(=O)(=O)c1ccc(C#N)cc1 (configuration not stated)	nt	3	-6	55*	0	-0.4	-0.6	3	-19	-10	11
COc1ccc(S(=O)(=O)N(C)C[C@H]2Oc3ccc(NC(=O)NC4CCCCC4)cc3C(=O)N([C@H](C)CO)C[C@@H]2C)cc1	-5	nt	-6	-3	-10	-0.1	1.3	2	-10	2	24
Cc1ccc(-c2cccc(C(=O)NCCc3ccccc3)n2)c2ccccc12	-18	0	-4	-10	-11	0.0	-0.3	-49	7	3	-58
CC(C)CCOP(=O)(c1ccc(N(C)C)cc1)C(O)c1ccccc1 (configuration not stated)	-2	-3	-4	2	13	0.3	-0.4	8	-3	-3	9
COc1ccc(CNC(=O)C(NS(=O)(=O)c2ccc3c(c2)CCCN3C(C)=O)C(C)C)cc1 (configuration not stated)	16	2	-6	-1	0	0.0	-1.5	-3	4	4	6
COc1cccc(-c2ccc(NC(=O)C3CCCN(Cc4cnc(C)n4C)C3)cc2)c1 (configuration not stated)	3	0	-7	-4	2	1.3	-0.5	-15	-9	3	-15
